Screening results as filed in PubChem BioAssay.
Pf Dd2 growth = blocks growth of Plasmodium falciparum Dd2 parasites; P. falciparum Dd2 growth, SYBR Green, 72 h; active compounds read low; activity change, % at 10 µM; 94,000 tested, 2.3% active; AID 1159554; in the data active = activity change below about -80%; inconclusive = no clear call, values can overlap the other calls
KDM4C inh = blocks human GASC-1 (KDM4C) demethylase activity; Q9H3R0; inhibition, % at 12.5 µM; 96,000 tested, 0.15% active; GST-KDM4C 2-372, H3K9me3 peptide, LANCE TR-FRET; AID 720574;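 active = mean replicate inhibition above about 25%, with at least 55% of replicates also reaching it, limit read from the data, passing the limit was not always enough; inconclusive = only one of those two conditions met; inactive = neither condition met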
Target sequence (Q9H3R0 2-372 limits assumed): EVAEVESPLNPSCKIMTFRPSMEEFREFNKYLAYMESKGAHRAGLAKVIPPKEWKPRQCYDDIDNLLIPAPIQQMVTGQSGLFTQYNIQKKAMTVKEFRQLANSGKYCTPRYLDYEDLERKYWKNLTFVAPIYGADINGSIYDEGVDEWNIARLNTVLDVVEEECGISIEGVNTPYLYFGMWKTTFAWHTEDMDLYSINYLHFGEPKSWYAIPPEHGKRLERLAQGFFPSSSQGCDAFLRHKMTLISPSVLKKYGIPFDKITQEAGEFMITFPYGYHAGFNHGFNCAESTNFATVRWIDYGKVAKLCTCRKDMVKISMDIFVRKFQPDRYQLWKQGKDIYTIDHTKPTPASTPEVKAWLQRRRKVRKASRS
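Material: GST-tagged GASC-1 (JMJD2C) catalytic fragment, aa 2-372 / Quantity: enzyme final amount 10 nM / Medium: HEPES buffer, pH 7.5, plus ascorbate / Doses: one test concentration per compound / Incubation: 30 min reaction, 60 min detection, RT / Measured by: LANCE TR-FRET / Read-out: inhibition from TR-FRET ratio decrease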
Tcruzi prolif = inhibitors of T. cruzi proliferation. 77,000 tested, 5.9% active. AID 624255. T. cruzi beta-gal in NIH3T3, GalScreen luminescence, 90 h. inhibition, % at 8.34 µM;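 active = mean inhibition above about 93%, with at least 55% of replicates each passing it, limit read from the data, passing the limit was not always enough; inconclusive = only one of those two conditions holds; inactive = neither condition holds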
C diff HTS = blocks growth of Clostridium difficile; AID 1259249; growth activity, negative = inhibition, % at 16 µg/mL (by protocol); 86,000 tested, 0.25% active; Clostridium difficile clinical isolate growth, OD600, 24 h; active compounds read low;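 active = mean growth activity at or below -80% and every replicate also at or below -80%; inconclusive = mean at or below -80% but some replicate above -80%; inactive = mean growth activity above -80%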;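 note: 0% = DMSO wells and -100% = levofloxacin 16 µg/mL wells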
Active calls of the source: *; u = inconclusive; x = not tested or not shown; & = joins results of further samples. Rows were taken by chance. Share with any hit: about 6.7%.

SMILES	Pf Dd2 growth	KDM4C inh	Tcruzi prolif	C diff HTS
C[C@H](CO)N1C[C@H](C)[C@@H](CN(C)C(=O)Nc2ccccc2)OCCCC[C@H](C)Oc2ccc(NS(C)(=O)=O)cc2C1=O	5.3	1.7	-1.9	2.4
Cc1cccc(-c2ccc([C@@H]3[C@@H](CO)N4CCCCN(Cc5ccncc5)C[C@H]34)cc2)c1	-47.0	3.4	67.2	-3.9
C[C@H](CO)N1C[C@H](C)[C@@H](CN(C)S(C)(=O)=O)OCCCC[C@H](C)Oc2ccc(NC(=O)Nc3cccc4ccccc34)cc2C1=O	11.4	1.8	21.2	-4.5
CCCC(=O)N1C[C@@H]2[C@H](c3ccccc31)[C@H](CO)N2C(=O)Nc1ccc(F)cc1	-0.5	1.1	20.8	-5.2
COc1ccccc1-c1ccc2c(c1)O[C@@H](CN(C)CC1CCOCC1)[C@H](C)CN([C@@H](C)CO)S2(=O)=O	-62.4	1.2	x	1.4
CC(C)NC[C@H]1[C@@H](c2ccc(C3=CCCC3)cc2)[C@@H](CO)N1C(=O)CC1CC1	-47.2	-2.0	x	-1.4
COc1cccc(-c2ccc([C@H]3[C@@H](CO)N4CCCCN(CC5CCOCC5)C[C@H]34)cc2)c1	-26.4	x	106.5*	-8.9
CC(C)CC#Cc1ccc2c(c1)O[C@@H](CN(C)CC1CCOCC1)[C@@H](C)CN([C@@H](C)CO)S2(=O)=O	-49.0	-0.4	u	9.8
CO[C@@H]1CC[C@@H]2CCN(C)C(=O)C[C@H](c3ccccc3)CN(C)C(=O)c3cc(C#N)ccc3OC[C@H]1O2	x	-0.1	8.6	-4.2
Cc1noc(C)c1S(=O)(=O)Nc1ccc2c(c1)CC(=O)N([C@@H](C)CO)C[C@@H](C)[C@@H](CN(C)S(=O)(=O)c1ccccc1)O2	16.4	-2.6	5.6	-1.9
C[C@@H]1CN([C@@H](C)CO)C(=O)c2cc(C#C[C@@H](C)O)cnc2O[C@H]1CN(C)C(=O)c1ccccc1	29.4	1.5	100.0	0.8
COc1ccc(C(=O)N2C[C@H]3[C@@H](c4ccccc42)[C@@H](CO)N3C(=O)c2ccc(F)cc2)cc1	-8.5	-1.6	16.2	4.9
Cc1noc(C)c1NC(=O)Nc1cccc2c1O[C@H](CN(C)C(=O)Nc1c(C)noc1C)[C@@H](C)CN([C@@H](C)CO)C2=O	15.5	-2.0	-4.6	6.5
COc1ccc2c3c(n(C)c2c1)[C@H](CO)N(S(C)(=O)=O)CC31CCN(C(=O)c2ccccn2)CC1	-48.5	0.2	x	2.1
COc1ccc(-c2cnc3c(c2)C(=O)N([C@H](C)CO)C[C@H](C)[C@@H](CN(C)C(=O)C2CCCCC2)O3)cc1	-47.9	-1.7	x	-0.1
COCCN(C[C@@H]1[C@H](c2ccccc2)[C@@H](CO)N1C(=O)C1CCC1)C(C)=O	5.3	-1.6	19.4	9.4
Cc1ccc(S(=O)(=O)N[C@H]2CC[C@@H](CC(=O)N3CCN(c4ccccc4)CC3)O[C@H]2CO)cc1	8.3	-1.7	1.6	-2.7
COc1ccccc1NC(=O)N[C@@H]1CC[C@H](CC(=O)N[C@@H](C)c2ccccc2)O[C@@H]1CO	7.6	-0.5	17.6	x
Cc1ccc(S(=O)(=O)Nc2ccc3c(c2)C(=O)N([C@H](C)CO)C[C@H](C)[C@@H](CN(C)C(=O)C2CCCCC2)OCCCC[C@H](C)O3)cc1	-55.5	-0.1	25.4	-4.8
COc1ccccc1NC(=O)N1CC(=O)N2[C@H](C1)[C@H](c1ccc(-c3cccc(C)c3)cc1)[C@@H]2CO	5.2	-0.2	x	-0.9
COc1ccc2c3c(n(C)c2c1)[C@H](CO)N(CC1CC1)CC31CCN(C(=O)Nc2ccc(F)cc2F)CC1	-76.5	-0.2	x	39.4
O=C(C[C@H]1C[C@H]2c3cc(NC(=O)C4CCC4)ccc3O[C@H]2[C@@H](CO)O1)NCc1cc(F)ccc1F	8.6	-0.1	8.4	-3.2
CN(C)C(=O)c1ccc(-c2ccc(C3[C@@H]4CN(C(=O)Cc5ccccc5)C[C@H]3N4)cc2)cc1 (some centres not stated)	-3.6&14.3	-2.2&-0.4	x	-8.0&-6.1
C[C@@H]1CCCCO[C@@H](CN(C)Cc2ccc3c(c2)OCO3)[C@H](C)CN([C@H](C)CO)C(=O)c2cc(N(C)C)ccc2O1	2.1	x	-28.8	0.8
COc1cccc(NC(=O)N(C)C[C@@H]2OCc3ccccc3-c3c(n(C)c4ccccc34)C(=O)N([C@H](C)CO)C[C@@H]2C)c1	-69.7	-1.3	63.4	2.1
O=S(=O)(c1ccccc1F)N1[C@@H]2CNC[C@H]1C2c1ccc(-c2cncnc2)cc1 (some centres not stated)	31.0	4.9	x	1.6
C[C@H](CO)N1C[C@H](C)[C@@H](CN(C)CC2CC2)Oc2c(NC(=O)c3ccc(-c4nccs4)cc3)cccc2C1=O	3.8	-0.5	25.4	-2.3
C[C@H](CO)N1C[C@H](C)[C@@H](CN(C)C(=O)C2CCCCC2)OCCCC[C@H](C)Oc2ccc(NC(=O)CCC(F)(F)F)cc2C1=O	4.3	-1.0	-7.9	-7.2
O=C(NCC1CC1)[C@H]1[C@H](CO)[C@H]2Cn3c(ccc(C4=CCCC4)c3=O)[C@@H]1N2CCC(F)(F)F	x	1.0	-19.3	-4.6
Cc1ccc(S(=O)(=O)N[C@@H]2CC[C@H](CC(=O)NCc3ccccc3F)O[C@H]2CO)cc1	5.8	0.0	21.3	11.8
COc1ccc(S(=O)(=O)Nc2ccc3c(c2)C(=O)N([C@H](C)CO)C[C@@H](C)[C@@H](CN(C)S(=O)(=O)c2ccccc2)O3)cc1	-24.0	-2.6	2.8	-10.9
C[C@@H]1CN([C@@H](C)CO)S(=O)(=O)c2ccc(C3=CCCC3)cc2O[C@H]1CN(C)C(=O)c1cccnc1	-9.1	0.0	18.2	-8.0
COc1ccc(NC(=O)Nc2ccc3c(c2)C(=O)N([C@H](C)CO)C[C@H](C)[C@H](CN(C)C(=O)CCCN(C)C)OCCCC[C@@H](C)O3)cc1	20.3	1.9	-0.6	1.4
O=C(C[C@H]1CC[C@H](NC(=O)C2CC2)[C@@H](CO)O1)Nc1nccs1	15.4	-2.4	x	5.0
C[C@@H]1CN([C@@H](C)CO)C(=O)c2cc(NC(=O)NC3CCCCC3)ccc2O[C@@H](C)CCCCO[C@H]1CN(C)Cc1ccc(C(F)(F)F)cc1	-46.3	-1.1	97.6	1.1
C[C@H](CO)N1C[C@H](C)[C@H](CN(C)S(=O)(=O)c2cn(C)cn2)Oc2ccc(NC(=O)NC3CCCCC3)cc2CC1=O	25.7	-0.4	7.4	5.0
C[C@H]1CN([C@@H](C)CO)C(=O)c2cccc(NC(=O)Nc3ccc(F)cc3)c2O[C@H]1CN(C)C	15.0	0.1	x	6.3&-3.0
O=C(N[C@H]1CC[C@@H](CCNS(=O)(=O)c2ccc(F)cc2)O[C@H]1CO)c1cccnc1	13.5	0.7	-27.3	x
COc1ccc(CN2C[C@@H](C)[C@H](OC)CN(C)C(=O)c3ccc(NC(C)=O)cc3OC[C@H]2C)cc1	-3.8	x	x	-0.7
C[C@H]1CCCCO[C@H](CN(C)C(=O)c2ccccc2)[C@@H](C)CN([C@@H](C)CO)C(=O)c2cc(NC(=O)Nc3ccccc3)ccc2O1	-7.4	0.5	-17.1	-1.5

Brought forward from above: 6 entries, followed by the next part.
SMILES	Pf Dd2 growth	KDM4C inh	Tcruzi prolif	C diff HTS
C[C@@H]1CN([C@@H](C)CO)C(=O)c2cc(NC(=O)NC3CCCCC3)ccc2O[C@@H](C)CCCCO[C@H]1CN(C)Cc1ccc(C(F)(F)F)cc1	-46.3	-1.1	97.6	1.1
C[C@H](CO)N1C[C@H](C)[C@H](CN(C)S(=O)(=O)c2cn(C)cn2)Oc2ccc(NC(=O)NC3CCCCC3)cc2CC1=O	25.7	-0.4	7.4	5.0
C[C@H]1CN([C@@H](C)CO)C(=O)c2cccc(NC(=O)Nc3ccc(F)cc3)c2O[C@H]1CN(C)C	15.0	0.1	x	6.3&-3.0
O=C(N[C@H]1CC[C@@H](CCNS(=O)(=O)c2ccc(F)cc2)O[C@H]1CO)c1cccnc1	13.5	0.7	-27.3	x
COc1ccc(CN2C[C@@H](C)[C@H](OC)CN(C)C(=O)c3ccc(NC(C)=O)cc3OC[C@H]2C)cc1	-3.8	x	x	-0.7
C[C@H]1CCCCO[C@H](CN(C)C(=O)c2ccccc2)[C@@H](C)CN([C@@H](C)CO)C(=O)c2cc(NC(=O)Nc3ccccc3)ccc2O1	-7.4	0.5	-17.1	-1.5
CCCC(=O)N1CCC2(CC1)CN(C(=O)CC1CC1)[C@@H](CO)c1c2c2ccc(OC)cc2n1C	-58.6	11.6	x	0.4
O=C(c1ccncc1)N1CC[C@@H]2[C@H]1c1cc(Br)ccc1N[C@@H]2CO	37.8	1.9	-60.3	14.3
Cc1noc(C)c1NC(=O)Nc1cccc2c1O[C@@H](CN(C)Cc1ccc(-c3ccccc3)cc1)[C@@H](C)CN([C@H](C)CO)C2=O	-28.7	-1.6	52.7	-1.6
Cc1ccccc1S(=O)(=O)NCC[C@H]1CC[C@H](NC(=O)C2CCC2)[C@@H](CO)O1	3.3	-0.1	x	1.6
Cc1ccc(S(=O)(=O)N(C)C[C@@H]2OCCCC[C@@H](C)Oc3ccc(NC(=O)NC4CCCCC4)cc3C(=O)N([C@@H](C)CO)C[C@H]2C)cc1	-71.2	0.4	39.9	-3.9
C[C@H](CO)N1C[C@H](C)[C@@H](CN(C)C(=O)c2ccncc2)Oc2ncc(-c3ccncc3)cc2C1=O	16.2	0.3	4.7	3.3
C[C@H]1CN([C@@H](C)CO)C(=O)c2cc(C3=CCCCC3)cnc2O[C@@H]1CN(C)C(=O)c1ccccn1	-0.3	1.3	72.5	-1.8
O=C(C[C@@H]1CC[C@@H]2[C@H](COC[C@H](O)CN2C(=O)c2ccc(F)cc2)O1)N1CCOCC1	5.3	-3.5	-7.9	x
COc1ccc(S(=O)(=O)N(C)C[C@H]2OCCCC[C@H](C)Oc3ccc(NC(=O)Nc4c(C)noc4C)cc3C(=O)N([C@@H](C)CO)C[C@@H]2C)cc1	-52.5	0.7	32.6	-4.3
Cn1cnc(CCNC(=O)C[C@H]2CC[C@H]3[C@@H](COC[C@H](O)CN3C(=O)Nc3ccc(F)cc3)O2)c1	6.2	1.4	-1.2	x
C[C@@H]1CN([C@H](C)CO)C(=O)Cc2cc(NC(=O)Cc3ccccc3)ccc2O[C@H]1CN(C)C(=O)Nc1cccc2ccccc12	-57.4	0.5	45.2	1.2
CC(C)C(=O)Nc1ccc2c(c1)C(=O)N(C)[C@@H]1CC[C@H](CC(=O)NCc3cccc(F)c3)O[C@H]1CO2	-10.7	1.7	11.4	2.8
O=C(C1CCOCC1)N1CC(=O)N2[C@H](CO)[C@H](c3ccc(C#CC4CCCC4)cc3)[C@@H]2C1	2.3	0.1	x	-4.7
C[C@H](CO)N1C[C@H](C)[C@@H](CN(C)C(=O)Nc2ccc(C(F)(F)F)cc2)Oc2ccc(NC(=O)C3CCCCC3)cc2CC1=O	13.8	-0.6	18.7	2.3
CO[C@H]1CN(C)C(=O)c2cc(NC(=O)C3CCC3)ccc2OC[C@H](C)N(Cc2nccs2)C[C@@H]1C	x	0.3	14.5	x
N#C[C@H]1[C@H](c2ccc(-c3cccc(F)c3)cc2)[C@H](CO)N1C(=O)c1cccnc1	-91.0*	-3.0	90.8	5.2
C[C@@H]1CN([C@@H](C)CO)C(=O)c2cccc(NC(=O)C3CC3)c2O[C@@H]1CN(C)Cc1ccc(C(=O)O)cc1	18.3	2.5	-36.3	-3.0
C[C@@H]1CCCCO[C@H](CN(C)Cc2ccc(C(F)(F)F)cc2)[C@H](C)CN([C@H](C)CO)C(=O)c2cc(NC(=O)c3ccccc3)ccc2O1	-52.5	-0.9	65.8	11.5
COc1ccc2c3c(n(C)c2c1)[C@H](CO)N(C)CC31CCN(S(=O)(=O)c2cccc(C)c2)CC1	-23.9	-1.1	x	-3.3
CO[C@H]1CN(C)C(=O)c2cc(NS(=O)(=O)c3cn(C)cn3)ccc2OC[C@@H](C)NC[C@@H]1C	54.9	0.5	2.2	x
COc1ccc(NC(=O)Nc2ccc3c(c2)CC(=O)N([C@H](C)CO)C[C@@H](C)[C@@H](CN(C)S(=O)(=O)c2cn(C)cn2)O3)cc1	14.2	-1.7	12.8	-2.9
O=C(CN1CCOCC1)N[C@H]1CC[C@H](CCNC(=O)C2CCC2)O[C@H]1CO	-22.5	85.4*	57.7	x
CNC(=O)C[C@@H]1CC[C@H]2[C@H](COc3ccc(NS(=O)(=O)c4ccccc4C)cc3C(=O)N2C)O1	-3.6	4.7	62.8	-3.3
CO[C@H]1CN(C)C(=O)c2ccc(NS(=O)(=O)c3cccc(C)c3)cc2OC[C@@H](C)NC[C@H]1C	39.9	0.0	-86.9	-2.8
CO[C@H]1CN(C)C(=O)c2ccc(NS(=O)(=O)c3cn(C)cn3)cc2OC[C@H](C)N(CC2CC2)C[C@H]1C	17.6	1.3	7.2	x
